Screens deposited in PubChem by several laboratories.
Mtb RmlCD inh = blocks M. tuberculosis RmlC and RmlD coupled enzymes; inhibition, % at 3.6 µM; RmlC+RmlD coupled enzyme assay, percent inhibition; primary screen in compound mixtures; actives 0.03% (n = 160,000); in the data active means inhibition mostly above about 34%, no sharp cut-off; further: some results filed as inactive read as strong as hits
Target sequence (P9WH09 whole entry, looked up): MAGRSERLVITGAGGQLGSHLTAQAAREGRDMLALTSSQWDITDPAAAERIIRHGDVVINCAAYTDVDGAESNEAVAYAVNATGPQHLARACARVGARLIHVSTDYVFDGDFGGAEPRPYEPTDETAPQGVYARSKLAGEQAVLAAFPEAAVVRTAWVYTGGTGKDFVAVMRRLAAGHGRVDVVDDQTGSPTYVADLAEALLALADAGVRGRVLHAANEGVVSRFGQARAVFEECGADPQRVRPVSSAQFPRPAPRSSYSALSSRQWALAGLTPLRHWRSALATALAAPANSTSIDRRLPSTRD
Target sequence (P9WH11 whole entry, looked up): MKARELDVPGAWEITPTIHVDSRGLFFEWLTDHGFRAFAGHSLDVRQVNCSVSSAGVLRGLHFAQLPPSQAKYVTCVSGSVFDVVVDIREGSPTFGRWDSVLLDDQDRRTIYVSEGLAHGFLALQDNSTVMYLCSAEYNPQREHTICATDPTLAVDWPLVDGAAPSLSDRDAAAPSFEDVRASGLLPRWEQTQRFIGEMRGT
M. tuberculosis GlmU = inhibition of mycobacterial GlmU enzyme – biochemical, glucosamine-1-phosphate acetyltransferase (AID 1376); actives 0.25% (n = 220,000); M. tuberculosis GlmU acetyltransferase enzyme assay; higher % means a stronger effect; inhibition, %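 (tested at 30 µM in the primary screen)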; hits with a dose series show IC50 in µM; in the data active means inhibition above about 13%;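 further: 0% = complete reaction with vehicle and 100% = reaction without substrate; strong numbers were not always called active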
An asterisk follows results filed as active; · = no result given. Not all compounds are listed; count on the stated rates, not on these rows.

SMILES	Mtb RmlCD inh	M. tuberculosis GlmU
Cc1c(C(=O)NCC2CCCO2)oc2ccc3c(c12)C(=O)CC(C)(C)O3 (stereo unspecified)	9	0.5%
CC(C)N=C(NS(=O)(=O)NC(=O)c1ccccc1)c1ccccc1	·	-2.6%
Nc1nonc1-n1nnc(C(=O)N/N=C/c2ccccc2Cl)c1COc1ccc(F)cc1	-11	-3.1%
Cc1cc2c(cc(C(=O)OCC(=O)NCc3cccs3)n2C(C)C)o1	·	2.2%
CN(C)/C=C1\C(=O)N(c2ccc([N+](=O)[O-])cc2)N=C1c1ccccc1	-5	-2.2%
COc1cccc(/C=N/NC(=O)C(c2ccncc2)N2CCOCC2)c1 (stereo unspecified)	-4	1.1%
Cc1cc(NC(=O)CSc2nnc(-c3cccnc3)n2N)no1	-4	1.3%
O=C(NCc1ccc(F)cc1)C(=O)NCC1OCCN1C(=O)c1cccs1 (stereo unspecified)	18	0.2%
CCS(=O)(=O)c1ccc(Sc2nncn2C)c([N+](=O)[O-])c1	-2	·
O=c1cc(CO)[nH]cc1OCc1ccccc1	3	3.3%
COc1ccc(OC)c(C(C)NC(=O)Nc2cccc(C(C)=O)c2)c1 (stereo unspecified)	·	-0.4%
CC1CC(C(F)F)n2nc(C(=O)Nc3sc4c(c3C#N)CCC(C(C)(C)C)C4)nc2N1 (stereo unspecified)	-8	-0.6%
COc1ccc(C(=O)NN(C)c2nc(C(F)(F)F)nc3ccccc23)cc1	-5	-1.7%
Cc1cc(C(=O)CN2C(=O)NC3(CCCCC3)C2=O)c(C)n1Cc1ccco1	17	0.0%
O=C(Cn1c2[n+](c3ccc(C(F)(F)F)cc31)CCCCC2)c1cccc([N+](=O)[O-])c1	11	5.0%
COc1ccc(NC(=O)c2ccccc2C(=O)N2CCCCC2)cc1	-13	-1.7%
C/C(CC(=O)NC(C)C)=N\NC(=O)C(c1ccccc1)c1ccccc1	5	6.5%
Cc1c(C(Nc2ccccn2)c2ccc(Cl)cc2)c(=O)n(-c2ccccc2)n1C (stereo unspecified)	7	6.3%
O=C1C2C(c3ccccc3)CC=CC2[C@H](c2ccc(C(F)(F)F)cc2)N1Cc1ccccc1 (stereo partly specified)	5	5.9%
O=C(COC(=O)c1cc(S(=O)(=O)N2CCc3ccccc3C2)ccc1Cl)NCc1ccco1	·	6.2%
c1ccc2c(c1)ccc1nnc(-c3ccc4c(c3)OCO4)n12	0	3.0%
C/C(=N\NC(=O)CCCNc1ccccc1)c1ccncc1	4	2.8%
O=C(CCS(=O)(=O)c1ccc(Br)s1)NC1CCCCCC1	-8	-0.1%
COc1ccc(Cl)cc1N(CC(=O)NC(C)(C)C)S(=O)(=O)c1ccc(C)c([N+](=O)[O-])c1	·	-3.1%
COc1cc(OC)cc(C(=O)NC(=S)Nc2nc(-c3cc4ccccc4o3)cs2)c1	·	0.2%
O=C(c1nc2ccccn2c1CNCCCn1nnc2ccccc21)N1CCOCC1	-1	-4.1%
O=C(OCc1cc(=O)n2c(n1)sc1ccccc12)c1ccc(O)cc1	1	-0.1%
CC(C)(C)NC(=O)CN(c1cccc([N+](=O)[O-])c1)S(=O)(=O)c1ccccc1	6	-4.1%
Cc1ccc(NC(=O)NCCCc2ccccc2)cc1	-7	-4.8%
CN(C)c1oc(-c2ccc(OCc3ccc(Cl)cc3)cc2)nc1C#N	·	-0.7%
CC(C)=C1C2CCC1C1C(=O)N(NC(=O)c3ccco3)C(=O)C21 (stereo unspecified)	1	6.8%
Cc1cc(Nc2ccc(Br)cc2F)n2nc(C)nc2n1	-4	3.2%
Cc1ccc(-n2c(C)cc(C(=O)CSc3nncs3)c2C)cc1	·	-1.4%
COc1ccc(C)cc1NC(=O)C(=O)N/N=C(\C)CC(=O)Nc1cccnc1	6	7.3%
CCOC(=O)c1cc2ccc(OC(=O)c3ccco3)cc2oc1=O	8	-1.3%
Cc1cc(C)n(-c2nc(SCC(=O)Nc3nccs3)c3c4c(sc3n2)COC(C)(C)C4)n1	19	-8.4%
O=C(O)CCCCCCCCCC[n+]1ccccc1	9	-4.2%
Cc1ccc(S(=O)(=O)n2ccc(-c3cccc(OCc4c(F)cccc4Cl)c3)n2)cc1	·	1.9%
Cc1ccc(F)c(C2C3C=CCC(c4cccc(-c5ccc(N(C)C)cc5)c4)C3C(=O)N2Cc2ccccc2)c1 (stereo unspecified)	·	8.6%
COC(=O)c1ccccc1NC(=O)CCc1ccccc1	13	-3.3%
O=C(Cn1nc(C(F)(F)F)cc1C1CC1)NCc1ccccc1F	-11	-2.9%
COC(=O)CCCC1=CC2=C(c3ccccc3)C(=O)C(C)(OC(=O)C3CCCC3)C(=O)C2=CN1Cc1ccc(OC)cc1 (stereo unspecified)	·	-1.7%
Cn1cc(NC(=O)c2cc(NC(=O)c3cc(NC=O)cn3C)cn2C)cc1C(=O)NCCC(=N)N	·	-7.4%
Cc1ccc(C)c(NC(=O)CS(=O)(=O)c2cccc3nsnc23)c1	9	-5.5%
COC(=O)c1cc(Cl)c(NC(=O)c2ccco2)cc1OC	·	-5.4%
Cc1cccc(C)c1OCc1nnc(SCC(=O)Nc2cccc(C(=O)N3CCOCC3)c2)n1C	-4	-0.8%
CSc1ncccc1C(=O)OCC(=O)c1ccc(Br)s1	3	-1.7%
CCOC(=O)c1ccccc1NCN1C(=O)CSC1=O	8	-5.2%
COc1ccc2c(Cl)c(-c3nnco3)sc2c1	8	0.0%
CCN1C(=O)N[C@@H](CCc2ccccc2)[C@H](C(=O)OC)[C@H]1C	·	-1.3%
O=C1N[C@H](C(=O)O)CS1	·	4.6%
O=[N+]([O-])c1ccc(NC(=S)NCc2ccncc2)cc1	2	0.3%
Cc1cnc(NC(=O)CSc2nc3ccccc3c(=O)[nH]2)s1	3	-4.2%
O=C(CSc1nnc(NC2CCCCC2)s1)Nc1ccc2c(c1)C(=O)c1ccccc1C2=O	5	3.0%
O=C(c1ccccc1)[C@H]1[C@H](c2ccccc2)[C@@]2(N=C(c3ccccc3)OC2=O)C2c3ccccc3C=NN21 (stereo partly specified)	11	-2.3%
O=c1oc2ccc3ccccc3c2cc1-c1nc2ccccc2o1	·	-6.4%
O=C(CN(c1ccccc1)S(=O)(=O)c1ccccc1[N+](=O)[O-])Nc1ccccc1C(=O)N1CCOCC1	29	-5.3%
CCOc1ccc2nc(N3CCOCC3)nc(C)c2c1	·	-5.6%
c1ccc2c(NCC3CCCO3)nc(N3CCOCC3)nc2c1 (stereo unspecified)	-5	1.0%
COCCNC(=S)N(c1ccccc1)C(C)C	·	-2.6%
Additional structures
SMILES	Mtb RmlCD inh	M. tuberculosis GlmU
NC(=O)CC[C@@H]1NC(=O)[C@H](Cc2ccc(O)cc2)NC(=O)c2cc([N+](=O)[O-])cc(F)c2OCC[C@@H](C(N)=O)NC1=O	·	4.4%
CCOC(=O)C1=C(C)Nc2nnnn2C1c1cccnc1 (stereo unspecified)	6	-2.9%
CCOC(=O)C(C(=O)OCC)C(=O)c1cc(OC)c(OC)c(OC)c1	·	-3.8%
CCSc1nc2c(c(=O)[nH]c(=O)n2C)n1C/C=C(/C)Cl	-8	23%
COc1cc(CNc2ccccc2SC)cc(OC)c1OC	-6	-2.6%
O=C(CSC1=NCCS1)Nc1ccc(S(=O)(=O)NC2CCCCC2)cc1	·	3.6%
COc1ccc(NC(=O)/C(C#N)=C/c2cc(C)n(-c3ccc(N4CCOCC4)c([N+](=O)[O-])c3)c2C)cc1	-5	0.8%
Cc1nccc(-c2cccc(N/N=C(\C#N)C(=O)c3ccccc3)c2)n1	-11	0.8%
CN[C@H](CC(=O)O)C(=O)O	·	0.8%
COCCN(C(=O)C1CCCC1)c1c(N)n(Cc2ccccc2)c(=O)[nH]c1=O	·	-2.6%
Cc1cc(C(=O)N2CCOCC2)c(C)o1	-14	-2.8%
CN(CCC#N)C(=O)COC(=O)c1ccc(Cl)c(S(N)(=O)=O)c1	-11	-1.9%
CCOC(=O)c1cc(-c2cccs2)nc2onc(C)c12	10	-0.5%
Cc1ccc(S(=O)(=O)CCSc2ccc(C(F)(F)F)cn2)cc1	8	2.0%
COc1ccc(OC)c(C2Nc3c(Cl)ccc(C(=O)O)c3C3C=CCC32)c1 (stereo unspecified)	·	9.8%
Cc1cc(C)cc(NC(=O)COC(=O)c2n[nH]c3ccccc23)c1	3	7.2%
O=C1S/C(=C\c2ccc(N3CCOCC3)o2)C(=O)N1c1ccccc1	-7	-3.7%
COc1cccc(N2C(=O)CC(N3CCN(S(=O)(=O)c4ccccc4)CC3)C2=O)c1 (stereo unspecified)	-11	2.5%
Cc1cccc(C(=O)NC(=S)Nc2ccc(S(=O)(=O)N3CCN(C)CC3)cc2)c1	7	-8.8%
O=S(=O)(NCCCN1CCN(c2ccccc2F)CC1)c1cccc2cccnc12	-6	2.1%
CC1(C(=O)NCC2CCCO2)Oc2cccnc2NC1=O (stereo unspecified)	·	0.1%
CCCNC(=O)Cn1c(-c2ccc(F)cc2)cc(C(=O)OCC)c1C	-6	-8.3%
Cc1nonc1OCCN1CCN(c2ccccc2[N+](=O)[O-])CC1	8	-7.8%
CCOc1ccc(CC(=N)C2=C(O)CC(C)(C)CC2=O)cc1OCC	-12	4.1%
CCCS(=O)(=O)N1CCCC(C(=O)NCCN2CCOCC2)C1 (stereo unspecified)	5	2.3%
Cc1ccc(OCC(=O)Nc2ccc3c(c2)nc2n3CCOC2)cc1	-11	-0.7%
Cc1ccc(NC(=O)CSc2nc(C)c(Cc3ccccc3)c(=O)[nH]2)cc1C	4	2.9%
CCOC(=O)C1CCCN(C(=O)/C=C/c2ccc(Cl)cc2)C1 (stereo unspecified)	-10	2.6%
O=c1c2cc(Cl)cc(Cl)c2nc2n1CCC2	10	-1.8%
Cc1cc(C)cc(OCC(=O)Nc2ccc3c4c(cccc24)CC3)c1	·	2.2%
COc1ccc(Cn2c(O)c(C=Nc3ccc(O)cc3)c3ccccc3c2=O)cc1	5	1.5%
Clc1cccc(Cl)c1Cn1ccc(C2CC2)n1	9	-0.2%
Cc1[nH]c(=O)[nH]c(=O)c1S(=O)(=O)NCCOC12CC3CC(CC(C3)C1)C2	·	2.6%
O=C(COC(=O)c1cn(-c2ccccc2)nc1-c1ccccc1)Nc1ncc(Cl)cc1Cl	4	2.5%
O=C(c1ccc(OCCN2CCCCC2)cc1)c1c(-c2ccc(O)cc2)sc2cc(O)ccc12	·	-12%
Nc1nn(-c2cccc(F)n2)cc1-c1ccccc1	-7	5.1%
Cc1nnc(SCC(=O)N2CCC(Cc3ccccc3)CC2)n(N)c1=O	10	2.6%
CCc1nc(Cl)c(C#N)c2c1CSC(C)(C)C2	·	1.2%
CC1(C)Oc2ccc3ccc(=O)oc3c2/C(=C/NCCN/C=C2\C(=O)C(C)(C)Oc3ccc4ccc(=O)oc4c32)C1=O	-3	·
Cc1cccc(NC(=O)c2ccc(S(=O)(=O)N(C)C)cc2)n1	·	0.8%
O=S(=O)(NCc1csc(-c2cccnc2)n1)c1ccc(Cl)s1	11	-0.3%
Cc1cc(=O)cc(C)n1-c1ccccc1N1CCOCC1	5	-3.5%
N/C(=N\OC(=O)c1ccc(Cl)cc1Cl)c1ccncc1	12	-4.4%
Cc1ccc(C(=O)O/N=C2\CC3CCC2(C)C3(C)C)cc1 (stereo unspecified)	·	1.3%
COc1cccc(N2CCN(C3CC(=O)N(c4cccc(Cl)c4)C3=O)CC2)c1 (stereo unspecified)	92	-5.6%
COc1ccc(N2C(=O)CC(NNC(=O)c3ccco3)C2=O)cc1 (stereo unspecified)	8	-1.0%
Cc1cccc(NC(=O)CCCn2cc([N+](=O)[O-])cn2)n1	-9	1.9%
O=C(NCC(=O)N1CCCC1C(=O)O)OC1CCCCC1 (stereo unspecified)	·	-5.7%
CCN(CC)S(=O)(=O)c1ccc2c(c1)nc(CCC(=O)Nc1ccc3c(c1)OCO3)n2CC	-1	-7.5%
CN1/C(=C\C=C\C2=[N+](C)c3ccc4ccccc4c3C2(C)C)C(C)(C)c2ccccc21	-1	-5.3%
CC(=O)Oc1ccc(NC(=O)CCC2CCCCC2)c(C(=O)O)c1	·	9.3%

14 of the compounds above, with two lines to a compound.
Results follow in this order: Mtb RmlCD inh, M. tuberculosis GlmU
CCc1nc(Cl)c(C#N)c2c1CSC(C)(C)C2
  ·, 1.2%
CC1(C)Oc2ccc3ccc(=O)oc3c2/C(=C/NCCN/C=C2\C(=O)C(C)(C)Oc3ccc4ccc(=O)oc4c32)C1=O
  -3, ·
Cc1cccc(NC(=O)c2ccc(S(=O)(=O)N(C)C)cc2)n1
  ·, 0.8%
O=S(=O)(NCc1csc(-c2cccnc2)n1)c1ccc(Cl)s1
  11, -0.3%
Cc1cc(=O)cc(C)n1-c1ccccc1N1CCOCC1
  5, -3.5%
N/C(=N\OC(=O)c1ccc(Cl)cc1Cl)c1ccncc1
  12, -4.4%
Cc1ccc(C(=O)O/N=C2\CC3CCC2(C)C3(C)C)cc1 (stereo unspecified)
  ·, 1.3%
COc1cccc(N2CCN(C3CC(=O)N(c4cccc(Cl)c4)C3=O)CC2)c1 (stereo unspecified)
  92, -5.6%
COc1ccc(N2C(=O)CC(NNC(=O)c3ccco3)C2=O)cc1 (stereo unspecified)
  8, -1.0%
Cc1cccc(NC(=O)CCCn2cc([N+](=O)[O-])cn2)n1
  -9, 1.9%
O=C(NCC(=O)N1CCCC1C(=O)O)OC1CCCCC1 (stereo unspecified)
  ·, -5.7%
CCN(CC)S(=O)(=O)c1ccc2c(c1)nc(CCC(=O)Nc1ccc3c(c1)OCO3)n2CC
  -1, -7.5%
CN1/C(=C\C=C\C2=[N+](C)c3ccc4ccccc4c3C2(C)C)C(C)(C)c2ccccc21
  -1, -5.3%
CC(=O)Oc1ccc(NC(=O)CCC2CCCCC2)c(C(=O)O)c1
  ·, 9.3%
